Screening data from PubChem.
GLP1R inv ag = qHTS of GLP-1 Receptor Inverse Agonists (Inhibition Mode); Glucagon-like peptide 1 receptor (Homo sapiens), P43220; HEK293 GLP-1R CRE-luciferase, luminescence, 24 h; GLP-1R form is constitutively active; Potency, µM (series often up to 38.3 µM), for the others: at the highest dose activity change, negative = inhibition, actives largely listed as inhibitors; 1.6% of 410,000 active; AID 624417, 2012; note: potency is the fitted concentration of half-maximal effect; % is set by controls: 0 for no effect and ±100 for the full control effect; nearly all actives have a fitted effect of over 55% in size
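Seeding at 200 cells/uL, 12 h culture, 24 hr compound treatment, then luciferase reagent and a luminescence read; cells are HEK293 stably expressing a constitutively active GLP-1R plus cAMP-responsive luciferase.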
HEK293 tox = qHTS of GLP-1 Receptor Inverse Agonists: Cytotox Screen | HEK293 cAMP-luciferase reporter cells, luminescence, 24 h | Potency, µM (titrated, usually from 38.3 µM), without a hit: at the highest dose activity change, negative = inhibition, hits mostly inhibitors | 0.13% of 410,000 active;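 note: loss of luciferase light is scored as toxicity; potency is the fitted concentration of half-maximal effect; % is set by controls: 0 for no effect and ±100 for the full control effect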
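A 23 nL compound transfer followed 12 hours of cell culture at 37 deg C; exposure then lasted 24 hr. Luciferase assay detection reagent was dispensed and plates read for luminescence after a 12 min room-temperature wait.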
DRD3 agonist = qHTS of D3 Dopamine Receptor Agonist: qHTS | max activation, % | D3R DiscoveRx beta-arrestin cells, luminescence, 90 min | AID 652048, 2013 | 0.58% of 410,000 active | D(3) dopamine receptor (Homo sapiens), P35462; in the data active = max activation above about 30%; note: 0% is about no effect; mostly tested at two doses, the higher about 12 µM
Target sequence (P35462 whole entry, looked up): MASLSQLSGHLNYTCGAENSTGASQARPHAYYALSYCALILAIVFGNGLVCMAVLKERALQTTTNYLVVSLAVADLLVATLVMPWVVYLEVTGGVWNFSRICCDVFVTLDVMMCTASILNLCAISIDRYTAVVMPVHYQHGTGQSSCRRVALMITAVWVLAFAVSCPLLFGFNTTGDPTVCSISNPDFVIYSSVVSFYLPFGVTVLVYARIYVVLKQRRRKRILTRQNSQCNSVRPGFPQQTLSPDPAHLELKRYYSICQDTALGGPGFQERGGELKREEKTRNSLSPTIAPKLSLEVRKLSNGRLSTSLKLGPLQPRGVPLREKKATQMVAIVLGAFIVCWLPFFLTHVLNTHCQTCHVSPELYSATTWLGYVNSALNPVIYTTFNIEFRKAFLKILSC
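Agonist-mode cell screen: cells plated at 1500/well and incubated overnight at 37 °C, then exposed to library compounds for 90 min at 37 °C. Detection reagent was added for 30–60 min at room temperature, and luminescence was read.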
PI5P4Ka inh = qHTS for Inhibitors of phosphatidylinositol 5-phosphate 4-kinase (PI5P4K); PI5P4Kalpha enzyme, ADP-Glo luminescence, 60 min; stronger effect = lower value; max response, %; AID 652105, 2013; 1.2% of 330,000 active; Phosphatidylinositol 5-phosphate 4-kinase type-2 alpha (Homo sapiens), P48426; active = max response of -50% or lower; inconclusive = between -30% and -50%; inactive = -30% or higher; note: value at the top dose of about 77 µM; % is set by controls: 0 for no effect and ±100 for the full control effect
Target sequence (P48426 whole entry, looked up): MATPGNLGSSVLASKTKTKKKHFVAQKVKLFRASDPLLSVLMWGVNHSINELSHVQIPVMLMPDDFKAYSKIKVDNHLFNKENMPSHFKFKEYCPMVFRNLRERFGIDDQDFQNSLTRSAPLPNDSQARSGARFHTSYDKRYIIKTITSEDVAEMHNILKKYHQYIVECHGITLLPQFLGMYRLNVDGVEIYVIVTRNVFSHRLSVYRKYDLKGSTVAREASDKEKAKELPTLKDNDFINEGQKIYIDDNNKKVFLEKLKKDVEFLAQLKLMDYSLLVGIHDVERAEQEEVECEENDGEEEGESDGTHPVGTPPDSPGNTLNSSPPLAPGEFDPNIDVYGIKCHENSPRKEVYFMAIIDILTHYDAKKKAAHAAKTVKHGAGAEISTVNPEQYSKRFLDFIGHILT
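Single end-point luminescence (ADP-Glo) quantified ADP from PI5P4Kalpha turnover; ATP 5 microM final, 1 h at RT, 0.1% CHAPS and 0.28 mM EGTA in HEPES pH 7.4.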
D3 antag = qHTS of D3 Dopamine Receptor Antagonist: qHTS. 2.5% of 360,000 active. D3R cells, DiscoveRx beta-arrestin luminescence, antagonist mode; stronger effect = lower value. max response, negative = inhibition, %. D(3) dopamine receptor (Homo sapiens), P35462; in the data active = max response below about -50%; inconclusive = no clear call, values can overlap the other calls; note: % is set by controls: 0 for no effect and ±100 for the full control effect; mostly tested at two doses, the higher about 12 µM
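Cells plated overnight at 1500 cells/well, then exposed to library compounds with dopamine controls for 90 minutes at 37 degrees C. DiscoveRx reagent added for 30–60 minutes at room temperature; luminescence read, quantitative HTS format.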
GLP-1R agonist = qHTS of GLP-1 Receptor Agonists. Glucagon-like peptide 1 receptor (Homo sapiens), P43220. HEK293 GLP-1R CRE-luciferase, luminescence, 4-6 h; cells express a hypersensitive GLP-1R form. Potency, µM (highest dose often 45.6 µM), without a hit: at the top dose activation, actives largely listed as activators. 0.007% of 380,000 active. AID 624172, 2012; note: potency is the fitted concentration of half-maximal effect; % of control where 0% means no effect
PLK1 PBD block = qHTS for Inhibitors of PLK1-PDB (polo-like kinase 1 - polo-box domain): Primary Screen | 2.8% of 360,000 active | Serine/threonine-protein kinase PLK1 (Homo sapiens), P53350 | AID 720504, 2013 | Potency, µM, inactives show max response, negative = inhibition, usual class: inhibitors | Plk1 PBD binding of FITC phosphopeptide, fluorescence polarization; note: potency is the fitted concentration of half-maximal effect; series mostly up to about 57 µM; % is set by controls: 0 for no effect and ±100 for the full control effect; nearly all actives have a fitted effect of over 65% in size
IL2 activator = qHTS of IL-2 Activators; IL-2 activation reporter assay, cell-based qHTS; stimulated with anti-CD3/CD4/CD28 beads; in transgenic mouse T cells; activation, % (series mostly up to about 46 µM); 0.065% of 360,000 active; AID 652025, 2013; in the data active = activation above about 50%; inconclusive = mostly about 30% to 49%; note: 0% is about no effect
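Unstimulated transgenic mouse T cells, 750 per well, received compound and, after 60 minutes, anti-CD3/anti-CD4 bead plus anti-CD28 stimulation. EGFP and DsRed were quantified after 18 hours.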
WRN inhibitor = qHTS for Inhibitors of WRN Helicase | WRN helicase unwinding, fluorescent forked duplex, kinetic | Potency, µM (titrated, usually from 114 µM), without a hit: at the highest dose activity change, negative = inhibition, hits mostly inhibitors | 0.46% of 360,000 active | AID 651768, 2012; note: potency is the fitted concentration of half-maximal effect; % is set by controls: 0 for no effect and ±100 for the full control effect; nearly all actives have a fitted effect of over 55% in size
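Screening of the MLSMR collection measured strand separation of a quenched forked DNA duplex (100 nM) by 20 nM WRN with 2 mM ATP, all final. Compounds were preincubated with enzyme 15 min at room temperature.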
* = called active by the depositor; u = inconclusive; x = no result given; [ ] = another dose, or the depositor's remark. Unless noted, calls come from the whole dose curve; as a rule, active = well fitted curve in the direction sought with a large enough effect; inconclusive = small, poorly fitted or top-dose-only effect, or another doubt; inactive = no such curve, though single readings can be large; an effect the other way counts as inactive or inconclusive.

cpd	compound	D3 antag	HEK293 tox	WRN inhibitor	IL2 activator	PI5P4Ka inh	GLP-1R agonist	DRD3 agonist	PLK1 PBD block	GLP1R inv ag
1	COC(=O)CSc1cc(SCC(=O)OC)c(C#N)c(SCC(=O)OC)c1	-22	10%	-8%	-0.6	-3	21%	2	-30%	-5%
2	CCCc1cc(=O)[nH]c(SCC(=O)N2CC3(C)CC2CC(C)(C)C3)n1 (stereo not given)	2	-17%	3%	1.0	-4	-1%	1	-2%	u
3	CN(C(=O)C1CCCO1)c1nnc(-c2ccccn2)s1 (stereo not given)	10	9%	1%	0.8	1	1%	2	-15%	1%
4	CCCC(NC(=O)CCl)c1ccccc1 (stereo not given)	-14	-16%	-33%[57.1 µM]	-2.3	0	-1%	-1	-9%	15%
5	CNC(=S)N(CCc1c(C)[nH]c2ccccc12)Cc1cccnc1	u	6%	-3%	0.2	-1	7%	-21	-10%	0%
6	COc1ccc(C2C(C#N)=C(N)Oc3n[nH]c(C)c32)cc1CSc1ccccn1 (stereo not given)	3	0%	3%	-0.5	-17	2%	-4	u	4%
7	O=C(Cc1ccc2c(c1)OCCO2)N1CCN(S(=O)(=O)c2cccc(C(F)(F)F)c2)CC1	-11	6%	13%	-2.3	-1	0%	-4	-4%	3%
8	COc1ccc(NC(=O)CSc2nnc3ccc(-c4ccccn4)nn23)cc1	12	-12%	-1%	-0.3	-3	-7%	3	-2%	15%
9	COCc1cc(=O)[nH]c(/N=C(\N)Nc2ccc(C)cc2C)n1	-8	-1%	-5%[57.1 µM]	0.9	3	0%	1	-15%	34%[activator]
10	CCOC(=O)N1CCC(NC(=O)c2cc3c(-c4ccc(Cl)cc4)nn(C)c3s2)CC1	-22	4%	-5%	-2.7	-5	3%	3	-7%	10%
11	CC(=O)Nc1ccc2c(CN3C(=O)NC(C)(c4ccc(C)cc4)C3=O)cc(=O)oc2c1 (stereo not given)	9	-5%	6%	-3.2	-6	7%	2	-1%	9%
12	NC(=O)CC(NC(=O)Cc1ccc(Br)cc1)c1ccc(NCCOc2ccccc2)c([N+](=O)[O-])c1 (stereo not given)	-2	u	-1%	0.3	-2	-5%	-6	-1%	4%
13	COc1ccc(CNC(=S)NCc2ccc(OC(C)C)cc2)cc1	7	5%	-2%	0.8	1	10%	1	-14%	u
14	COc1coc(C(O)C[N+](=O)[O-])cc1=O (stereo not given)	4	0%	-19%	-0.4	-4	1%	-7	-7%	u
15	CC(C)CN(C(=O)CSc1nncn1-c1ccccc1)c1c(N)n(CC(C)C)c(=O)[nH]c1=O	-2	1%	-6%	0.9	1	3%	-4	-15%	-22%
16	CCCOC1CCCN(C(=O)c2ccc(OC3CCN(C(=O)CCOC)CC3)cc2)C1 (stereo not given)	4	-4%	-7%	0.2	-2	-6%	11	-2%	15%
17	CCOC(=O)C1(Cc2cccc(F)c2)CCN(Cc2cnn(CC)c2)CC1	u	0%	12%[57.1 µM]	0.1	15	6%	-8	-3%	-27%
18	Cc1cn(CC(=O)NCC2CCCO2)c(=O)[nH]c1=O (stereo not given)	-19	0%	-12%	1.1	-25	-2%	-17	u	-6%
19	Cc1cc(OCc2nnc(SCC(=O)O)n2-c2ccccc2)ccc1Cl	3	-6%	-5%[57.1 µM]	1.3	-1	-1%	12	2%	-8%
20	O=C(Cc1cnc2ncnn2c1)N1CCc2c([nH]c3ccccc23)C1c1ccccn1 (stereo not given)	3	-5%	-4%	0.2	9	13%	0	-9%	-28%
21	CC1(C)C(CO)=CC(=O)C2=C1SCC(=O)N2	5	3%	8%	0.2	-1	6%	-9	-2%	-3%
22	C/C(=N\NC(=O)c1ccccc1NC(=O)c1ccc(Cl)cc1)c1ccncc1	13	-7%	-1%	-2.3	u	-4%	1	0%	u
23	Cc1cccc(NC(=O)Cn2nnc(C(=O)NCc3cccs3)c2N)c1	x	-9%	x	x	x	-1%	7	x	-27%
24	O=S(=O)(NCc1ccccn1)c1cc(Cl)ccc1Cl	20	-2%	2%	-1.4	-6	8%	-3	0%	10%
25	CCc1ccc(C(=O)NCC2(c3ccccc3)CCOCC2)o1	2	-5%	7%	-0.4	5	9%	11	-3%	9%
26	O=C(O)CCN1C(=O)C2C3c4ccccc4C(c4ccccc43)[C@@H]2C1=O (stereo not given in full)	-6	11%	3%	1.3	2	-6%	1	-17%	4%
27	CCNC(=O)COC(=O)c1cc(C)nc2ccccc12	2	29%	-32%	-1.0	3	-1%	-2	-9%	29%
28	O=C(COc1ccc(CO)cc1Cl)Nc1ccc(F)cc1	17	13%	-6%	3.4	0	-14%	0	-14%	21%
29	O=C(CCn1c(=O)oc2ccccc21)Nc1cccc(Br)c1	-23	-5%	-20%	-0.2	5	0%	-10	-4%	u
30	COc1ccc2nc3sc(C(=O)Nc4cc(Cl)c(OC)cc4OC)cc3cc2c1	x	-6%	x	x	x	0%	-3	x	-3%
31	Cc1ccnc(SCC(=O)Nc2sc3c(c2C#N)CCC(C(C)(C)C)C3)n1 (stereo not given)	39	-10%	8%	1.0	-4	-7%	2	2%	5%
32	COc1ccc(CN(C)C(=O)c2ccccc2Sc2ccccc2C#N)c(OC)c1	-1	-5%	4%	-0.6	-2	18%	-15	-9%	u
33	O=C(Nc1ccc(F)cc1)c1cccc(C(=O)Nc2ccc(F)cc2)c1	0	-8%	3%	2.1	-8	7%	0	-2%	-27%
34	COc1cc(Oc2nc(C(F)(F)F)nc3ccccc23)ccc1C=O	20	4%	2%	0.3	-6	10%	3	-7%	-2%
35	COCc1cc(CN2CCN(CCCc3ccccc3)C(CCO)C2)ccc1OC (stereo not given)	-11	-3%	9%	-2.3	0	-8%	-17	4%	u
36	COCCN(C(=O)CNC(=O)c1cccs1)C(C(=O)NC(C)(C)C)c1ccccc1 (stereo not given)	-5	0%	-3%	0.1	0	-4%	-9	-8%	5%
37	CCOC(=O)c1c(-c2ccc(OC)cc2)oc2ccc(OCc3ccccc3C)cc12	x	-5%	x	x	x	-5%	5	x	3%
38	CC(C)N(C)C1CCN(S(=O)(=O)c2ccc3[nH]c(=O)ccc3c2)CC1	x	0%	x	x	x	2%	7	x	13%
39	CC(C)(C)N1C(=O)c2ccc(C(=O)Nc3cc(C(=O)O)cc(C(=O)O)c3)cc2C1=O	0	-22%	-1%	-0.8	9	0%	2	2%	-7%
40	Cc1cccc(N2C(=O)SC(SC(=Nc3ccccc3)Nc3ccccc3)C2=O)c1 (stereo not given)	-21	70%[activator]	-25%	0.0	4	0%	-1	15µM*	7%

Some of the entries above in a different format:
Value order – D3 antag	HEK293 tox	WRN inhibitor	IL2 activator	PI5P4Ka inh	GLP-1R agonist	DRD3 agonist	PLK1 PBD block	GLP1R inv ag
[40] Cc1cccc(N2C(=O)SC(SC(=Nc3ccccc3)Nc3ccccc3)C2=O)c1 (stereo not given)
 : -21	70%[activator]	-25%	0.0	4	0%	-1	15µM*	7%
[36] COCCN(C(=O)CNC(=O)c1cccs1)C(C(=O)NC(C)(C)C)c1ccccc1 (stereo not given)
 : -5	0%	-3%	0.1	0	-4%	-9	-8%	5%

Continuation.
cpd	compound	D3 antag	HEK293 tox	WRN inhibitor	IL2 activator	PI5P4Ka inh	GLP-1R agonist	DRD3 agonist	PLK1 PBD block	GLP1R inv ag
41	CCOC(=O)C1CCC/C1=N\NC(=O)CN(c1cc(OC)ccc1OC)S(=O)(=O)c1ccccc1 (stereo not given)	3	10%	1%	1.1	5	7%	8	-15%	9%
42	Cc1ccc(S(=O)(=O)N2CCN(C(=O)N(C)C)CC2)cc1C	-18	-4%	-8%	0.3	8	5%	4	-6%	3%
43	COc1cc(/C=C2\N=C(c3ccccc3)OC2=O)ccc1OC(C)=O	-12	1%	-1%	-0.4	0	-1%	-5	-12%	7%
44	Cc1ccc(CN2CCN(CC(=O)N/N=C/c3ccccc3F)CC2)cc1	-23	1%	8%	0.0	-4	22%	-10	-12%	-13%
45	O=C(CSc1oc(-c2cccs2)nc1S(=O)(=O)c1ccccc1)NC1CCCCC1	29	-16%	-10%	-1.4	x	0%	5	-18%	0%
46	Brc1ccc(-c2nnc(-c3ccc4c(c3)OCO4)o2)o1	-12	4%	-6%	3.7	x	-3%	16	-5%	0%
47	Cn1c(SCC(=O)Nc2sccc2C#N)nnc1C1CC1	7	7%	u	1.2	u	-2%	0	-20%	10%
48	CC1([N+](=O)[O-])COC2(CCCCC2)OC1	-50*	1%	6%	1.1	3	6%	83*	-5%	-1%
49	COc1cc(OC)c(NC(=O)c2cc3ccccc3cc2O)cc1Cl	35	7%	-22%	-3.0	-18	-3%	29	-7%	-30%
50	CCOC(=O)c1ccc(N=Cc2cnc(N)nc2N)cc1	24	24%	-9%	-4.0	u	11%	-6	2%	3%
51	CC1(C(=O)Nc2ccc3c(c2)OCO3)CCN1C(=O)CCc1ccc(Cl)cc1Cl (stereo not given)	10	3%	-1%	0.8	7	13%	1	1%	u
52	O=[N+]([O-])c1ccc2c(c1)CNc1ccccc1O2	-19	3%	-3%	0.3	3	3%	-10	-18%	7%
53	Cc1c(C(=O)N2CCC(C(N)=O)CC2)sc(N)c1C#N	17	2%	3%	-0.1	x	-8%	1	u	2%
